# Bioassay records as filed in PubChem BioAssay.
# S-ASM inh: Inhibitors of Secretory Acid Sphingomyelinase (S-ASM): qHTS | hit rate 0.006% among 340,000 | Potency, µM (doses to about 57.5 µM), for inactives: at the top dose activity change, negative = inhibition, hits mostly inhibitors | Sphingomyelin phosphodiesterase (Homo sapiens), P17405 | AID 504937, 2011 | placental ASM, HMU-PC fluorogenic substrate, 60 min; also: potency is read from the fitted curve at half-maximal effect
#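 Human placenta-derived ASM enzyme was preincubated with compound for 10 minutes at room temperature, then given fluorogenic substrate HMU-PC0 (9 uM final) for 60 minutes at 37 °C; a pH 10 stop preceded fluorescence reading at Ex 386/Em 447 nm.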
# Chronic BCR inh: qHTS Assay to Find Inhibitors of Chronic Active B-Cell Receptor Signaling; hit rate 0.05% among 340,000; AID 493014, 2011; ABC-DLBCL IkBa-CBG/CBR reporter, luminescence ratio, 4 h; Potency, µM (series often up to 46.1 µM), inactives show at the top dose ratio change, negative = lower green/red ratio, hits mostly inhibitors; active = well fitted inhibition curve with a large enough effect in the signal ratio, with a control signal flat, not every such curve was filed as active; inconclusive = small, poorly fitted or top-dose-only effect, or effect the other way, or a change in a side signal; the % refers to the signal ratio;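 also: potency is read from the fitted curve at half-maximal effect; plate controls were basal doxycycline-induced cells for no effect and cells given 10 µM MG132 for full effect; MG132 reads +100%, hits lower the ratio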
#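 TMD8 ABC-DLBCL cells carrying doxycycline-inducible green luciferase fused to IkappaBalpha plus unfused red luciferase were exposed to compounds (up to 46 uM) for 4 hrs at 37C. Activity came from the overlap-corrected green/red luminescence ratio.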
# PKM2 act: qHTS Assay for Activators of Human Muscle isoform 2 Pyruvate Kinase; hit rate 0.34% among 260,000; Pyruvate kinase PKM (Homo sapiens), P14618; AID 1631, 2009; Potency, µM (top dose mostly 57.5 µM), without a hit: at the highest dose activation, most hits filed as activators; purified PKM2, Kinase-Glo ATP luminescence, activation; response scale: 0% is enzyme alone, no compound; also: potency is read from the fitted curve at half-maximal effect; % is scaled to controls: 0 for no effect and ±100 for the full control effect; nearly all actives have a fitted effect of over 55% in size
# Target sequence (P14618 whole entry, looked up, canonical isoform): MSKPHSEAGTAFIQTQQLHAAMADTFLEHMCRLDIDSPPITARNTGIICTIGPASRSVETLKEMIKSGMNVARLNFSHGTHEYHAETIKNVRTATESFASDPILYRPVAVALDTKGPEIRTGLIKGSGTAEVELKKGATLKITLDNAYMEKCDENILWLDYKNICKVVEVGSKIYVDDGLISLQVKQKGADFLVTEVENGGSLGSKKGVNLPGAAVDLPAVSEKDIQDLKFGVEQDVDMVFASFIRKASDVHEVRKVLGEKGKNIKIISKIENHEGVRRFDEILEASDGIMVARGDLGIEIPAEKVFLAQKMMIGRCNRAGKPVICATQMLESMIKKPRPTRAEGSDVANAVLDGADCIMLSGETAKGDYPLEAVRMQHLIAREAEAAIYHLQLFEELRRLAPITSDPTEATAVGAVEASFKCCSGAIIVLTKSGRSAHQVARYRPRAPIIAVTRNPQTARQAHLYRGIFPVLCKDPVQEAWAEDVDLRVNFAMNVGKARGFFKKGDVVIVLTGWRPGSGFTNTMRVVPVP
#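 Kinase-Glo luminescence reports ATP generated from ADP (0.1 mM) and PEP (0.5 mM) by purified hPK-M2 after 1 h at room temperature, pH 7.2 imidazole buffer; intermediate enzyme activity allows detecting inhibitors and activators.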
# Eya2 inh: qHTS Assay for Inhibitors of the Phosphatase Activity of Eya2. hit rate 0.006% among 330,000. Protein phosphatase EYA2 (Homo sapiens), O00167. recombinant Eya2, OMFP fluorescence dephosphorylation (OMFP is methylfluorescein phosphate). AID 488837, 2010. Potency, µM (series often up to 76.9 µM), for inactives: at the highest dose activity, negative = inhibition, actives largely listed as inhibitors; also: potency is read from the fitted curve at half-maximal effect; % is scaled to controls: 0 for no effect and ±100 for the full control effect
#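 Eya2 (0.2 uM) preincubated 10 min at ambient with compound, then OMFP substrate added at 50 uM; 10 min reaction in 50 mM HEPES pH 7.5, 50 mM NaCl, 5 uM MgCl2, 0.05% BSA, 1 mM DTT. Fluorescence read at Ex 485/Em 525 nm.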
# MBNL1-CUG inh: qHTS Assay for Inhibitors of MBNL1-poly(CUG) RNA binding; Potency, µM (top dose mostly 57.5 µM), without a hit: at the top dose activity change, negative = inhibition, hits mostly inhibitors; AID 2675, 2010; Muscleblind-like protein 1 (Homo sapiens), Q9NR56; TR-FRET MBNL1-His/biotin-(CUG)12 binding, 665/545 ratio; hit rate 0.036% among 280,000; active = well fitted inhibition curve with a large enough effect in the signal ratio, with a control signal flat, not every such curve was filed as active; inconclusive = small, poorly fitted or top-dose-only effect, or effect the other way, or a change in a side signal; inactive = no such curve, though single readings can be large or run the other way; the % refers to the signal ratio; also: potency is read from the fitted curve at half-maximal effect; % is scaled to controls: 0 for no effect and ±100 for the full control effect
# Target sequence (Q9NR56 whole entry, looked up): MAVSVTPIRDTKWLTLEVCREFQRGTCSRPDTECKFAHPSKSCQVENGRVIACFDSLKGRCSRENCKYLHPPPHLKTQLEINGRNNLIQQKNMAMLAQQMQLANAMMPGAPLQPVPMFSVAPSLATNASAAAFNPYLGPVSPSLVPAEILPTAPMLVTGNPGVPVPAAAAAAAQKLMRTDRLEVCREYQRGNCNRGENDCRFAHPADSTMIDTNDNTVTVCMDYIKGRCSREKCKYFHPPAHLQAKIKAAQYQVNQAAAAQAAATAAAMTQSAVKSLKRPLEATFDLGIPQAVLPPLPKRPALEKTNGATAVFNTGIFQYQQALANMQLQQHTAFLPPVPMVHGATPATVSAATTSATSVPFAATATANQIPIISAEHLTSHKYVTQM
#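 Compound titration spanned 92 nM–58 uM against the MBNL1-His/biotin-(CUG)12 complex. After 60 min at room temperature with 5 nM streptavidin-XL665 and 0.055 ng/ul terbium anti-His, ratiometric 665/545 nm emission (Ex 340 nm) normalized to controls.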
# USP2a block: qHTS Assay for Inhibitors of Ubiquitin-specific Protease USP2a Using CHOP2 as the Reporter; AID 463254, 2010; Ubiquitin carboxyl-terminal hydrolase 2 (Homo sapiens), O75604; hit rate 0.01% among 330,000; USP2 core, Ub-CHOP2 coupled fluorogenic reporter, 485/531; Potency, µM (top dose mostly 38.3 µM), for inactives: at the top dose activity change, negative = inhibition, actives largely listed as inhibitors;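 also: potency is read from the fitted curve at half-maximal effect; plate controls were DMSO wells for no effect and full inhibition by NEM control for full effect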
#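 USP2 core (10nM final) preincubated 30min RT with compound in 20mM Tris-HCl pH 8.0, 2mM CaCl2, 2mM beta-mercaptoethanol, 0.05% CHAPS; 25nM Ub-CHOP2 plus 25nM reporter substrate added, fluorescence (Ex485/Em531) read after 60min.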
# TSHR antagonist: Antagonists of the Thyroid Stimulating Hormone Receptor: HTS campaign; AID 504810, 2011; hit rate 0.2% among 330,000; activity change, negative = inhibition, % at 11.5 µM; Thyrotropin receptor (Homo sapiens), P16473; TSHR-expressing cells, TSH-stimulated cAMP HTRF, 2 h; hits give low values;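 active = activity change below a set negative limit, meaning inhibition stronger than a set level, cut at about -70% in these data; inconclusive = activity change between two set negative limits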; also: % is scaled to controls: 0 for no effect and ±100 for the full control effect
#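 Cell-based HTRF cAMP assay; TSHR cells + compound, TSH EC80 (4nM final), 2 h, 37 deg C. Lysis with anti-cAMP cryptate and cAMP-d2, 30 min RT, read 665/620 nm.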
# Mito fusion act: qHTS Assay for Small Molecule Inhibitors of Mitochondrial Division or Activators of Mitochondrial Fusion. S. cerevisiae fusion-defective mutant growth rescue, CellTiterGlo 48 h. Potency, µM (doses to about 46.1 µM), for the others: at the highest dose growth rescue (activation), usual class: activators. hit rate 0.23% among 320,000;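 also: potency is read from the fitted curve at half-maximal effect; % of control where 0% means no effect; nearly all actives have a fitted effect of over 45% in size; temperature-sensitive fusion mutants such as fzo1-1 at 37 °C on non-fermentable ethanol glycerol medium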
#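 Temperature-sensitive fusion-defective S. cerevisiae (e.g. fzo1-1, mgm1-5) were grown with compound in YPEG medium (3% ethanol, 3% glycerol) for 48 hours at 37C. Growth rescue was measured as viability by CellTiterGlo luminescence after 10 minutes at ambient.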
# KCNH2 WT inh: qHTS for Inhibitors of KCHN2 3.1: Wildtype qHTS; Voltage-gated inwardly rectifying potassium channel KCNH2 (Homo sapiens), Q12809; U2OS, BacMam KCNH2, thallium flux FluxOr; hits give low values; activity change, % at 1.84 µM; hit rate 0.37% among 340,000;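 active = maximum activity change below -70%; inconclusive = maximum activity change between -70% and -50%; inactive = maximum activity change above -50%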; also: % is scaled to controls: 0 for no effect and ±100 for the full control effect
#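 U2OS cells transduced with wild-type KCNH2 virus are loaded with FluxOr dye for 45 min, and thallium flux is measured in kinetic reads before and after stimulation buffer. Rate constants are normalized to DMSO controls.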
# GALK inh: qHTS Assay for Inhibitors of Human Galactokinase (GALK); P51570; Purified GALK, Kinase-Glo residual ATP luminescence; Potency, µM (doses to about 57.5 µM), for the others: at the highest dose activity change, negative = inhibition, actives largely listed as inhibitors; hit rate 0.007% among 270,000; also: potency is read from the fitted curve at half-maximal effect; % is scaled to controls: 0 for no effect and ±100 for the full control effect
#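 Quantitative HTS: GALK 5 nM, ATP 35 uM, galactose 100 uM, 1 h room temperature, then luciferase-based ATP detection.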
# Menin MLL FP TR: qHTS Assay for Inhibitors Targeting the Menin-MLL Interaction in MLL Related Leukemias: Competition With Texas Red Labeled MLL-derived Mutant Peptide; O00255; Menin + Texas Red MLL mutant peptide, fluorescence polarization; Potency, µM (series often up to 61.6 µM), inactives show at the highest dose FP activity change, negative = inhibition, usual class: inhibitors; hit rate 0.23% among 270,000; AID 1768, 2009; active = well fitted inhibition curve with a large enough effect in the polarisation, with a control signal flat, not every such curve was filed as active; inconclusive = small, poorly fitted or top-dose-only effect, or effect the other way, or a change in a side signal; inactive = no such curve, though single readings can be large or run the other way; the % refers to the polarisation; also: potency is read from the fitted curve at half-maximal effect; % of control where 0% means no effect; many of its hits are not listed in these tables
# The depositor's hits bear a star; i = inactive; ? = inconclusive; · = not tested or not shown; [ ] = dose if it differs, or a comment. Unless noted, calls follow the shape of the dose curve; as a rule, active = well fitted curve in the direction sought with a large enough effect; inconclusive = small, poorly fitted or top-dose-only effect, or another doubt; inactive = no such curve, though single readings can be large; an effect the other way counts as inactive or inconclusive. A portion of the library; count on the stated rates, not on these rows.
SMILES,S-ASM inh,Chronic BCR inh,PKM2 act,Eya2 inh,MBNL1-CUG inh,USP2a block,TSHR antagonist,Mito fusion act,KCNH2 WT inh,GALK inh,Menin MLL FP TR
CCOC(=O)NC(=O)COC(=O)c1cccc2ccccc12,-2.0%,7.2%,-0.9%,-4.5%,9.6%,1.7%,4.9,-16.8%,14.1,5.6%,-11.5%
O=C(c1cc(C(=O)N2CCCC2)cc([N+](=O)[O-])c1)N1CCCC1,-0.4%,-1.3%,·,5.8%,?,2.1%,6.0,-9.6%,4.3,·,-7.1%
N#Cc1cccc(S(=O)(=O)NCc2nnc3ccccn23)c1,-0.8%,-0.2%,·,?,·,2.9%,9.7,0.8%,-0.4,·,·
CCSc1ccccc1C(=O)NCCCn1ccnc1,17.6%,-3.2%,-12.0%,13.6%,-6.2%,2.6%,21.8,19.8%,-4.9,0.8%,-5.1%
Cc1ccccc1Nc1ncccc1C(=O)N1CCOCC1,4.1%,6.1%,-3.7%,7.3%,-11.6%,2.1%,6.2,-2.8%,2.1,2.3%,-4.7%
CCCCCCC(CC(=O)NCc1cccnc1)CC(=O)NCc1cccnc1,2.5%,-0.7%,2.0%,-0.7%,-1.8%,-0.5%,0.2,-1.6%,14.4,0.2%,-4.2%
Cc1cc(C)c2nc3nc(C)c(C)cc3c(N)c2c1,251.9%[activator],?,-17.9%,11.6%,?,-2.0%,-20.3,17.8%,18.8,-0.3%,-13.2%
CCCCCC(=O)NC(=S)NC1C2CC3CC(C2)CC1C3 (stereo unspecified),-0.4%,10.6%,2.9%,-9.7%,2.6%,-1.0%,-19.0,27.7%,-8.1,-3.6%,·
Cc1ccc(Oc2ccc(-c3nnc(-c4ccccc4)o3)cc2[N+](=O)[O-])cc1C,·,-2.8%,-4.0%,2.0%,·,-3.0%,-4.4,-7.7%,·,-0.6%,?
C=C(C)Cn1c(COc2ccccc2)nnc1SCC(=O)O,2.3%,3.3%,-4.8%,14.3%,-11.4%,1.0%,-0.5,2.4%,-0.1,-0.1%,0.5%
COc1ccc(/C=C2\CN(Cc3ccccc3)C/C(=C\c3ccc(OC)cc3)C2=O)cc1,-12.7%,?,-0.5%,-9.8%,·,2.0%,8.3,14.3%,-2.3,0.6%,7.4%
O=C(c1ccc2c(c1)OCO2)N1CCN=C1SCc1ccccc1,-5.1%,?,-3.3%,-0.2%,-2.4%,-0.7%,-5.4,3.1%,-6.5,-0.4%,-5.1%
O=C(CCN1C(=O)c2ccccc2C1=O)Nc1cccc(F)c1,1.1%,0.2%,-2.3%,-18.2%,-1.0%,2.7%,-5.4,1.8%,5.9,-4.6%,1.4%
CCOC(=O)CSC1=C(C#N)C(c2ccccc2OCC)C(C(=O)OCC)C(=O)N1 (stereo unspecified),0.7%,-3.4%,-1.1%,16.9%,-10.6%,0.5%,-1.8,5.8%,11.9,5.2%,-22.8%
O=C(Cc1ccccc1)N1CCC2(CC1)NCCc1[nH]cnc12,i,1.0%,·,-1.2%,-2.1%,4.0%,-8.9,6.0%,13.7,-2.7%,-8.9%
Cc1cc(=O)oc2cc(OCC(=O)NCC3CCC(C(=O)O)CC3)ccc12 (stereo unspecified),11.5%,1.0%,4.6%,3.7%,-6.7%,1.9%,-5.4,-0.9%,-2.0,·,6.5%
CCOC(=O)C(C(=O)OCC)c1c([N+](=O)[O-])c(=O)n2c3c(cccc13)CCC2,-9.9%,0.4%,·,-11.2%,3.0%,2.1%,8.9,-7.7%,-8.5,2.6%,?
CCNC(=O)COC(=O)c1cc(=O)[nH]c2ccccc12,21.7%,2.1%,-4.7%,-0.4%,10.8%,1.2%,1.4,0.1%,7.5,-1.2%,-6.8%
O=C(c1nc2ccc(Cl)cn2c1CNCC[C@@H]1C[C@@H]2C=C[C@H]1C2)N1CCCCCCC1,-0.3%,-8.0%,-4.3%,-7.3%,-6.3%,-1.7%,-6.9,2.2%,-4.8,-2.1%,?
CCOC(=O)N1CCC(Nc2cc(C)nc3c(-c4ccccc4OC)c(C)nn23)CC1,6.8%,9.5%,-4.4%,-0.5%,?,0.4%,-11.2,5.7%,-18.3,-2.9%,?
COc1ccc(C2=NN(C(=O)CSc3ncccn3)C(c3ccc(OC)cc3)C2)cc1 (stereo unspecified),?,-19.5%,-7.0%,-14.2%,-4.3%,-10.1%,31.4,17.6%,5.5,0.1%,-6.1%
O=S(=O)(NC1c2cccc3cccc(c23)C1N1CCN(CCO)CC1)c1ccccc1 (stereo unspecified),0.1%,-15.2%,-1.0%,-5.7%,7.7%,0.0%,-2.6,-1.7%,14.0,2.6%,-19.2%
CCOC(=O)C(C)Sc1nc(-c2cccs2)ccc1C#N (stereo unspecified),11.3%,-4.6%,7.0%,-20.0%,?,-3.7%,-14.4,13.7%,-18.5,-1.3%,?
COc1ccc(C(CC(=O)Nc2ccccn2)N2Cc3ccccc3C2=O)cc1 (stereo unspecified),1.8%,-3.2%,·,-5.1%,-3.5%,-1.3%,3.3,0.0%,-6.2,·,5.5%
O/N=C/c1ccc2ccccc2n1,3.7%,6.7%,-2.6%,1.2%,4.7%,0.3%,3.5,-1.9%,-1.1,-1.2%,·
CCCN(C(=O)c1cc(Cl)nc2ccccc12)c1c(N)n(Cc2ccccc2)c(=O)[nH]c1=O,4.1%,0.9%,·,22.3%,·,1.0%,-1.1,-4.7%,-0.6,·,·
O=C1CCN(Cc2ccccc2)C=C1c1cccc(O)c1,3.7%,0.6%,·,-1.3%,·,-0.8%,-1.1,·,-3.4,·,·
O=C(c1ccc(Cl)cc1)C(CN1CCCC1)c1ccccc1 (stereo unspecified),-0.1%,?,4.0%,-0.2%,-6.5%,2.1%,-5.4,-12.8%,-4.0,2.7%,-9.5%
COc1ccc(-c2nc(SCC(=O)Nc3cccc(S(N)(=O)=O)c3)n[nH]2)cc1,-1.7%,20.8%,·,-32.1%,·,3.5%,0.3,-0.3%,5.0,·,·
COc1ccc(C(=O)Nc2cc(C)on2)cc1[N+](=O)[O-],1.8%,-1.9%,-7.5%,7.3%,7.4%,-3.6%,41.1,1.9%,6.3,-1.0%,13.4%
Cc1ccn2c(NC(=O)c3ccccc3)c(-c3ccccc3)nc2c1,-2.4%,?,4.0%,5.7%,-0.4%,-0.2%,-4.9,2.4%,-0.6,0.8%,-0.6%
O=C(NCc1ccc2c(c1)OCO2)c1cnc2ccccn2c1=O,1.7%,0.5%,?,-22.1%,7.9%,0.3%,1.4,-10.8%,-1.2,0.9%,-3.3%
Cc1ccc(NC2c3ccccc3C(=O)N2c2cccnc2)cc1 (stereo unspecified),-0.7%,9.9%,0.5%,13.7%,0.0%,1.9%,4.1,-6.0%,-8.6,-2.6%,·
CC1CCc2c(sc(NC(=O)CSc3nc4c(c(C(F)(F)F)n3)CCc3ccccc3-4)c2C(N)=O)C1 (stereo unspecified),4.2%,-22.0%,4.0%,1.6%,?,0.1%,10.0,0.5%,-15.2,-5.3%,0.1%
COc1ccc(CNC(=O)c2cnc(C)cn2)c(OC)c1,1.3%,?,-1.6%,-12.5%,-10.0%,-0.9%,5.3,0.8%,12.7,4.7%,11.2%
C=CCOc1ccc(CNc2nccs2)cc1OCC,8.4%,-18.9%,-5.2%,3.4%,9.5%,2.1%,4.4,3.7%,3.6,0.0%,-11.2%
